JMJD2A Tudor – blocks the human JMJD2A Tudor domain | AID 504339 | Potency, µM (doses to about 114 µM), for the others: top-dose activity change, negative = inhibition, most hits filed as inhibitors | 390,000 tested, 4.4% active | AlphaScreen JMJD2A-Tudor / H3K4me3 peptide binding | O75164; also: potency is read from the fitted curve at half-maximal effect; % is scaled to controls: 0 for no effect and ±100 for the full control effect; nearly all actives have a fitted effect of over 50% in size
Target sequence (O75164 whole entry, looked up, the tested form may be a part): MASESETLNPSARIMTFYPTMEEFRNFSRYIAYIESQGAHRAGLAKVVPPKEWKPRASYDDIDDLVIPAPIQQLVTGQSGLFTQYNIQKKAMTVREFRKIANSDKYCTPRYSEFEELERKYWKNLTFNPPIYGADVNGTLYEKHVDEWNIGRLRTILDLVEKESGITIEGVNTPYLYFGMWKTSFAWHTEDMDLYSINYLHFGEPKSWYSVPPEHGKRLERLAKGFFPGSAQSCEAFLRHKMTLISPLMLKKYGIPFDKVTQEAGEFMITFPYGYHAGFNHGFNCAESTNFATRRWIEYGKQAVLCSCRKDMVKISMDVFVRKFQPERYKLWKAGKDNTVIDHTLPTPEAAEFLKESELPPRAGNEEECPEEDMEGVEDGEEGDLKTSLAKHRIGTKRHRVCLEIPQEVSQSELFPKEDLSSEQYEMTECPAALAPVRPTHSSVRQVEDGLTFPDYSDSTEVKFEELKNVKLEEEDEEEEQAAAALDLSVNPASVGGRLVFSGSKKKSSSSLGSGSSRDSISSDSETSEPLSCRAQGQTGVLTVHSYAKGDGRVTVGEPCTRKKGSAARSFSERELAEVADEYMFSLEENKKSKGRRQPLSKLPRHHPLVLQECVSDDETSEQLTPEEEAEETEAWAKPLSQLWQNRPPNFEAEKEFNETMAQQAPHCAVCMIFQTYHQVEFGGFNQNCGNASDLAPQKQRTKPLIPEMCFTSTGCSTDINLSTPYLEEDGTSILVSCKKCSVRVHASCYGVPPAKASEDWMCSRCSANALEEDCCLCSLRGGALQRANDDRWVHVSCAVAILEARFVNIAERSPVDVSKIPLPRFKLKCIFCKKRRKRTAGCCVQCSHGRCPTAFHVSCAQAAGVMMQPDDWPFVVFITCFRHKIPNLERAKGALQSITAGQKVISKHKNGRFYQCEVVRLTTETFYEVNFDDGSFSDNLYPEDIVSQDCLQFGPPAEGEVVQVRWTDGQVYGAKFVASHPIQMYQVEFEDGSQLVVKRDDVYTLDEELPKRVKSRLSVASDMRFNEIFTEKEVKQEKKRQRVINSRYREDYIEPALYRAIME
Pin1 inhibitor – human Pin1 inhibition | Q13526 | Pin1 FP peptide displacement, HiFluor488, 10 min | Potency, µM (highest dose often 115 µM), for inactives: top-dose activity, negative = inhibition, actives largely listed as inhibitors | 390,000 tested, 0.009% active | AID 504891; active = well fitted inhibition curve with a large enough effect in the polarisation, with a control signal flat, not every such curve was filed as active; inconclusive = small, poorly fitted or top-dose-only effect, or effect the other way, or a change in a side signal; inactive = no such curve, though single readings can be large or run the other way; the % refers to the polarisation; also: potency is read from the fitted curve at half-maximal effect; % is scaled to controls: 0 for no effect and ±100 for the full control effect
PGK inhibitor – blocks T. brucei phosphoglycerate kinase; P07378; PGK/GAPDH coupled, Kinase-Glo luminescence, 60 min; Potency, µM (doses to about 57.5 µM), for the others: top-dose activity change, negative = inhibition, most hits filed as inhibitors; 380,000 tested, 0.043% active; also: potency is read from the fitted curve at half-maximal effect; % is scaled to controls: 0 for no effect and ±100 for the full control effect; nearly all actives have a fitted effect of over 60% in size
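Luminescent ATP detection (Kinase-Glo Plus) follows a 60-minute room-temperature incubation, with wells lacking PGK as controls. Buffer: 100 mM TEA (pH 7.6), 5 mM MgCl2, 0.01% Tween-20. Coupling enzyme GAPDH (100 nM final) supplies unstable 1,3-BPG in-well.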
GLS inhibitor – blocks human kidney-isoform glutaminase activity; AID 624170; Potency, µM (titrated, usually from 45.5 µM), without a hit: at the top dose activity change, negative = inhibition, most hits filed as inhibitors; GLS enzymatic activity, qHTS titration; 410,000 tested, 0.21% active; O94925; also: potency is read from the fitted curve at half-maximal effect; % is scaled to controls: 0 for no effect and ±100 for the full control effect
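hKGA in 45 mM KH2PO4 (pH 8.2), 0.02% Tween-20 with compound, then 1mM L-Glutamine (stock as added) plus glutamate oxidase/HRP/Amplex red coupling mix. Fluorescence read initially and after 30 min at RT; signal change reflects glutamate formation.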
ERG-DNA inh – inhibitors of human ERG Ets domain-DNA interaction; Potency, µM (top dose mostly 76.9 µM), for the others: at the highest dose FP activity, negative = inhibition, most hits filed as inhibitors; 370,000 tested, 0.028% active; AID 624246; fluorescence polarization, His-ERG Ets domain / labelled DNA; active = well fitted inhibition curve with a large enough effect in the polarisation, with a control signal flat; inconclusive = small, poorly fitted or top-dose-only effect, or effect the other way, or a change in a side signal; inactive = no such curve, though single readings can be large or run the other way; the % refers to the polarisation;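 also: polarization taken with two DNA probes labelled with fluorescein and Texas red; potency is read from the fitted curve at half-maximal effect; % of control where 0% means no effect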
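His-tagged ERG Ets domain (1 uM in the protein solution; 300mM KCl, 50mM Tris-HCl, 1mM EDTA, 1mM DTT, pH 7.5) received compound, then a probe mix of 5 nM fluorescein-DNA and 100nM Texas-615-DNA. Fluorescence polarization was read for both dyes.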
BAZ2B inh – BAZ2B (human) inhibition | Q9UIF8 | AlphaScreen BAZ2B-H3K14Ac peptide displacement | Potency, µM (highest dose often 114 µM), for inactives: at the top dose activity change, negative = inhibition, most hits filed as inhibitors | 360,000 tested, 4.4% active | AID 504333; also: potency is read from the fitted curve at half-maximal effect; % is scaled to controls: 0 for no effect and ±100 for the full control effect; nearly all actives have a fitted effect of over 60% in size
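Inhibition is scored as reduced AlphaScreen emission. The BAZ2B/b-H3(5-23)K14Ac complex (50 nM each) in PBS pH 7.4, 0.01% Tween-20 meets compound (up to 110 uM) for 30 min at RT before bead addition.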
G9a block – inhibitors of human histone lysine methyltransferase G9a; AID 504332; 350,000 tested, 8.8% active; Potency, µM (series often up to 102 µM), without a hit: top-dose activity, negative = inhibition, most hits filed as inhibitors; G9a H3K9 monomethylation, AlphaScreen, 2 h; Q96KQ7; also: potency is read from the fitted curve at half-maximal effect; % is scaled to controls: 0 for no effect and ±100 for the full control effect; nearly all actives have a fitted effect of over 75% in size
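Signal arises when biotinylated H3K9 peptide, once monomethylated, bridges streptavidin donor and antibody-captured acceptor beads. Enzyme at 20 nM was preincubated 15 min with test compounds; peptide 500 nM and SAM 20 uM then reacted for 2 h.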
HP1b chromo inh – inhibitors of HP1-beta chromodomain binding to methylated histone tails; 390,000 tested, 0.56% active; P83916; Potency, µM (titrated, usually from 114 µM), inactives show at the highest dose activity change, negative = inhibition, hits mostly inhibitors; AlphaScreen HP1-beta / biotin-H3K9me3 peptide binding; also: potency is read from the fitted curve at half-maximal effect; nearly all actives have a fitted effect of over 70% in size; inactives centre near 23
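AlphaScreen: HP1-beta (50 nM) preformed 30 min with biotin-H3(1-18)K9me3 peptide (50 nM) in PBS pH 7.4, 0.01% Tween-20. Compound added for 30 min at RT, then streptavidin donor/nickel chelate acceptor beads (10 ug/mL) for 30 min.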
PI4K2A inh – inhibitors of human PI4K2A. Q9BTU6. purified PI4K2A, ADP-Glo luminescence, 1 h; stronger effect = lower value. activity change, negative = inhibition, % at 76.9 µM. 420,000 tested, 0.13% active. AID 1346378; in the data active = activity change below about -50%; inconclusive = mostly about -30% to -49%;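 also: -100% = wells without enzyme as full effect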
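Compounds are screened against recombinant PI4K2A using PI as substrate and ATP, the latter dispensed at 300 microM. Reactions run one hour at ambient temperature before ADP-Glo detection; full inhibition defined by wells lacking enzyme.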
Numbers without * were called inactive; i = inactive; ? = inconclusive; . = not tested or not shown; & = joins results of further samples; ! = not confirmed by another sample; [ ] = remark or other dose. Unless noted, calls follow the shape of the dose curve; as a rule, active = well fitted curve in the direction sought with a large enough effect; inconclusive = small, poorly fitted or top-dose-only effect, or another doubt; inactive = no such curve, though single readings can be large; an effect the other way counts as inactive or inconclusive. Compounds as they come; 11% or so of the library scored in one or more.

The line under a structure holds: G9a block | PGK inhibitor | GLS inhibitor | Pin1 inhibitor | JMJD2A Tudor | HP1b chromo inh | BAZ2B inh | PI4K2A inh | ERG-DNA inh
CC(C)CCNCC(O)CON=C1c2ccccc2-c2ccccc21 (stereo unspecified)
  -23% | -7% | -9% | 6% | -9% | 44%[activator] | -34% | 2 | -5%
O=C(Nc1ccccc1C(=O)Nc1ccc(Br)cn1)c1ccccc1Cl
  6%[12.7 µM] | 9% | 13% | 6% | -16% | 45%[activator] | 4% | -2 | -11%
COc1ccc(-n2c(Cc3cc(=O)[nH]c(=O)[nH]3)nnc2SCC(=O)N2CCC(C)CC2)cc1
  ? | 3% | -2% | -15% | -7% | 47%[activator] | 4% | -4 | 1%
CCc1ccccc1NC(=O)CCn1nc(C)c2c(C)n(-c3ccccc3)nc2c1=O
  -17%[59 µM] | 0% | -32% | -1% | -6% | 27% | -12% | 3 | 3%
CN(C)Cc1nc2ccccc2c(=O)n1CC#N
  -29% | 0% | 0% | 1% | -6% | 16% | -27% | 1 | 4%
CC(C)C(C(=O)NCC1CCCO1)N(Cc1ccccc1)C(=O)CNS(=O)(=O)c1ccccc1 (stereo unspecified)
  10% | 7% | 0% | 0% | -9% | 29% | -1% | 1 | -1%
CC(=O)NC12CC3CC(C1)CC(C(=O)N(C)Cc1cccc(Cl)c1Cl)(C3)C2
  -16% | -8% | 2% | -8% | -19% | 23% | ? | -21 | -2%
CCCCS(=O)(=O)N1CCCC(C(=O)NCCc2ccccc2)C1 (stereo unspecified)
  . | -3% | 11% | 1% | -12% | 34% | 16% | 0 | 0%
COc1ccc(C2CC(=O)NC(NC(=O)c3ccc(Br)cc3)=N2)c(OC)c1OC (stereo unspecified)
  -6%[59 µM] | 10% | -3% | ? | -5% | 39% | -2% | 1 | 7%
COc1ccc(C(=O)Nc2ccc3c(c2)C(=O)c2ccccc2C3=O)cc1OC
  -3%[59 µM] | 7% | 4% | ? | -21% | 11% | -12% | -1 | 1%
O=C(CCNC(=O)c1ccc(Br)cc1)NCC1COc2ccccc2O1 (stereo unspecified)
  12% | i | -4% | -3% | -13% | 37% | -24% | -4 | 18%
CCOC(=O)C(Cc1ccccc1)NC(=O)CCc1c(C)nc2c(c(C)nn2-c2ccc(C)c(C)c2)c1C (stereo unspecified)
  1%[59 µM] | -8% | 5% | -6% | -1% | 10% | 2% | 3 | -1%
O=C(C1=NN[C@@H]2C(=O)N(c3cccc(C(F)(F)F)c3)C(=O)[C@H]12)C(c1ccccc1)c1ccccc1
  -45%[59 µM] | i | -6% | 12% | -26% | 14% | -25% | 3 | -9%
CCCOC(=O)Cc1n[nH]c(=O)[nH]c1=O
  -23% | -14% | -6% | -9% | -1%[11.4 µM] | 72%[activator] | 10% | 1 | 2%
COc1ccccc1Oc1ccc(N2CC(C(=O)OCC(=O)c3ccccc3)CC2=O)cc1 (stereo unspecified)
  . | i | -6% | 0% | -11% | 35% | -5% | 1 | -1%
CC(C)(C)NC(=O)N1CCN(c2nc(-c3ccccc3)ns2)CC1
  24% | 0% | -5% | -10% | -7% | 10% | -13% | -5 | -2%
CCC(=O)NC(=S)Nc1ccc(NC(=O)c2ccco2)c(OC)c1
  ? | i | 16% | 13% | -12% | 30% | -23% | -8 | 0%
Cc1ccc(S(=O)(=O)N(CC(=O)Nc2ccc3c(c2)OCO3)c2ccc(C)c(Cl)c2)cc1
  -25%[59 µM] | 5% | -1% | 3% | ? | -1% | ? | -1 | -4%
COc1cc(Br)c(C(C)NC(=O)c2ccccc2)cc1OC (stereo unspecified)
  30%[activator] | i | 0% | -2% | -7% | 62% | -7% | -1 | -1%
O=C(CCCOc1ccc(Cl)cc1)Nc1ccc(N2CCOCC2)cc1
  -27% | . | 16% | -2% | -29% | 10% | -13% | -5 | 16%
Cc1nn(Cc2ccc(F)cc2)c2sc(C(=O)Nc3ccccc3N3CCOCC3)cc12
  -7%[59 µM] | -2% | -2% | -1% | -17% | 11% | 8% | 1 | 0%
Nc1ccc(S(=O)(=O)N2CCCC2)cc1
  2% | -1% | 7% | -13% | -8% | 58%[activator] | -2% | -6 | 8%
CCCc1cc(C(=O)NNC(=S)NCC2CCCO2)cs1 (stereo unspecified)
  5%[59 µM] | -7% | ? | -1% | 5% | 39%[activator] | 7% | 2 | -22%
COC(=O)c1c(-c2c(Cl)cccc2Cl)noc1NC(=O)N(C)C
  . | 2% | -9% | 0% | -2% | 26% | -1% | -1 | 4%
N#Cc1ccccc1NC(=O)CNc1cc(S(=O)(=O)N2CCOCC2)ccc1NCC1CCCO1 (stereo unspecified)
  -41% | 4% | 33%[activator] | 3% | -17% | 18% | 4% | 3 | 0%
CCn1c(SCC(=O)Nc2nc(C)cs2)nnc1-c1ccncc1
  -12% | -7% | -1% | 1% | -7% | 0% | -12% | -3 | -3%
Clc1cccc(Cl)c1NC1=NCCN1
  28%[59 µM] | . | 4% | . | . | . | -8% | -1&1 | .
Cc1cn(CC(=O)NCCCc2ccccc2)c(=O)[nH]c1=O
  . | 10% | 1% | 2% | -12% | 29% | . | 0 | 1%
COc1ccccc1Nc1nc(C)cs1
  3%[2.33 µM] | 4%&-1% | 9%&3% | 48%&0%[activator] | -15%&-32% | -21%&2% | 79µM*! | 9&-16 | 0%&-3%
COc1ccc(S(=O)(=O)N2CCN(c3ccccc3OC)CC2)cc1
  13% | i | -1%&-7% | 14%&6% | -12%&-26% | 65%&47%[activator] | -3%&-4% | -5&5 | -1%&5%
COc1ccc(-c2nc(-c3ccccn3)no2)cc1
  . | 16µM* | 7% | -1% | 4% | 52%[activator] | -20% | -74* | -12%
CC(NC(=O)C1CCN(c2nnc(N3CCCC3=O)s2)CC1)c1ccccc1 (stereo unspecified)
  -6% | i | -10% | -5% | -11% | 33% | -9% | 3 | -6%
CC(=O)c1nn(-c2cccc(Br)c2)cc1C(=O)c1ccccc1
  2%[59 µM] | 0% | -2% | -6% | -16% | 25% | -4% | 3 | 8%
Cc1cc(OC(=O)N2CCCCC2)cc(C)c1Cl
  81%[activator][59 µM] | 5% | 14% | 2% | 76%[activator] | 131% | 90%[activator] | 4 | 0%
CN1OC[C@@H]2CN[C@H](c3cccc(-c4ccc(C#N)cc4)c3)C[C@@H]21
  . | i | 0% | 2% | -19% | -4% | . | -6 | 14%
CCN(CC(=O)Nc1c(F)cccc1F)C(=O)CCNS(=O)(=O)c1ccc(C)c(C)c1
  ? | -3% | 1% | 4% | -1% | 30% | 8% | 0 | -15%
O=C(NC1CCS(=O)(=O)C1)c1cccc(S(=O)(=O)N2CCCCC2)c1 (stereo unspecified)
  -38%[12.7 µM] | -2% | -1% | -6% | -18%[57.1 µM] | 64%[activator] | 3% | -4 | 8%
CCOC(=O)NC1c2ccccc2Oc2ccccc21
  . | 4% | 8% | -7% | -6% | 2% | 2% | -3 | -12%
CCN(CCCNC(=O)COc1cc(=O)n(C)c2ccccc12)c1ccccc1
  -10%[0.0925 µM] | -1% | . | -4% | ? | -2% | 13% | 7 | -4%
N#C/C(=C\C=C\c1ccccc1)c1nc(-c2ccc(Cl)cc2)cs1
  30% | -10% | -6% | 12% | 13% | 64%[activator] | 18% | 0 | 0%
C/C(=N\NC(=O)c1ccccc1C)c1ccc(N2CCOCC2)cc1
  4%[2.33 µM] | -7% | 35%[activator] | 0% | -8% | 2% | 5% | 0 | -2%
Cc1ccccc1OCC(=O)Nc1cnn(CCCC(=O)O)c1
  4% | -5% | -11% | 0% | 2% | 29% | -3% | -1 | 6%
CC(=O)c1ccccc1NC(=O)CN1C(=O)CS/C1=C\c1nc(-c2ccc(C)cc2)cs1
  11%[12.7 µM] | -1% | 7% | 11% | -8%[11.4 µM] | 18% | -9% | -1 | 1%
C=C1SC(=Nc2c(C)cccc2Cl)N(C(=O)c2sc3ccccc3c2Cl)C12CCCCC2
  -5% | -2% | -4% | -1% | -6% | 40%[activator] | -4% | -1 | -14%
Cc1ccccc1-c1nnc(Cc2ccccc2)o1
  37%[59 µM] | -6% | -9% | -1% | 20% | 65%[activator] | 29% | 1 | -6%
O=C(O)/C=C\c1cc2c(cc1[N+](=O)[O-])OCO2
  ? | 3% | -11% | -12% | -6% | 26% | -14% | 0 | 20%
CN(C)c1ccc(-n2cccc2/C=C/[N+](=O)[O-])cc1
  22µM* | -9% | 58%[activator] | 1% | 25µM* | 45µM* | 16µM* | 17 | 3%
CCOc1cc(C(=O)NCCc2ccc(S(N)(=O)=O)cc2)cc(OCC)c1OCC
  . | -10% | 5% | -3% | ? | 6% | 2% | -5 | -22%
Cc1cc(NS(=O)(=O)c2ccccc2)no1
  28%[59 µM] | -3% | -11% | -9% | -18% | 33% | -7% | 0 | 2%
CCSC1=C(C#N)C(c2ccc(C)o2)CC(=O)N1 (stereo unspecified)
  12%[12.7 µM] | 6% | 6% | -11% | -21% | 20% | -11% | -4 | -1%
COc1cccc(N2C(=O)C(O)=C(C(C)=O)C2c2ccc(OC)c(OC)c2)c1 (stereo unspecified)
  ? | -6% | 3% | 6% | ? | -2% | ? | 0 | -1%
CCOC(=O)c1ccc(NC(=S)NCCc2ccc(F)cc2)cc1
  -15% | -5% | 3% | 1% | -14% | 42%[activator] | 2% | 6 | -9%
